Source: PubChem BioAssay (several laboratories)
EBV gp42 block = EBV gp42 inhibition. Fluorescence polarization binding assay, mP read-out. inhibition, % (tested at 21.74 µM). 220,000 tested, 0.42% active. AID 1085; in the data active = inhibition above about 50%
Target sequence (Q1HVG2 whole entry, looked up): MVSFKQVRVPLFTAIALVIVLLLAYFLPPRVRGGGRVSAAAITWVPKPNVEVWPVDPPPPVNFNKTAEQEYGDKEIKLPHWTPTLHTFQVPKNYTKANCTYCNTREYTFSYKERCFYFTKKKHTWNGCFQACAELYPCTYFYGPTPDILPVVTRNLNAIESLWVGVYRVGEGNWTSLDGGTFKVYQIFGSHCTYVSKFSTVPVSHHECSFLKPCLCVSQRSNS
KCC2 mod = modulates chloride dependent transport by human KCC2 | KCC2 cells, thallium flux FluoZin-2 fluorescence | B-score of Tl+ flux slope (higher = more flux/activation; lower = inhibition) at 10 µM | 190,000 tested, 2.2% active | AID 1456;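 active = thallium flux slope and its plate-corrected score both differing from the plate sample mean at a set confidence after two filtering rounds, in either direction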;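 also: slope of fluorescence scaled to starting intensity during 10 to 20 s after thallium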
eIF4E-4G inh = blocks eIF4E binding to eIF4G; TR-FRET eIF4E-eIF4GI(517-606) binding, 2 h; inhibition, % at 21.7 µM; 220,000 tested, 0.37% active;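 also: 0% = full FRET control wells and 100% = background wells lacking eIF4GI fragment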
Rad51 HR inh = Rad51 (human) homologous recombination inhibition | Q06609 | hRad51 DNA strand exchange, fluorescence dequenching | inhibition, % at 10 µM | 200,000 tested, 0.085% active | AID 1385;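 active = inhibition above 40% at the single screening dose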;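 also: 0% = DMSO control wells and 100% = blanks with heterologous ssDNA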
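System: human Rad51 nucleoprotein filaments preassembled on unlabelled ssDNA. Reagent: labelled 47-mer dsDNA for strand exchange. Schedule: 30-min compound preincubation and 15-min exchange, both room temperature. Measured by: FRET fluorescence dequenching, excitation 485 nm, emission 520 nm. Read-out: Fluorescence-based percent inhibition, control- and blank-normalised. Benchmarks: plate controls and plate blanks.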
Furin inhibitor = human furin inhibition; P09958; purified furin, fluorogenic substrate cleavage; inhibition, % at 30 µM; 220,000 tested, 0.061% active; AID 463115; in the data active = inhibition above about 25%; also: inactives centre near -15
Thrombin inh = inhibitors of human thrombin; alpha-thrombin, Boc-VPR-AMC fluorogenic substrate cleavage; 220,000 tested, 0.26% active; P00734; AID 1046; inhibition, % at 5 µM;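 active = inhibition at or above 40%; inactive = inhibition below 40%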;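 also: 0% = enzyme with no compound and 100% = wells without enzyme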
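Material: human alpha-thrombin protein. Incubation: reaction at ambient temperature. Technique: fluorescence of released AMC, ex 355 nm, em 460 nm. Control set: no-compound enzyme wells and no-enzyme blanks. Also added: Boc-VPR-AMC substrate, 15 µM final. Buffer or medium: pH 7.5 Tris (50 mM) with NaCl 150 mM, Tween 20 0.05%.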
14-3-3 Bad PPI = disrupts binding of bovine 14-3-3 zeta to phospho-Bad peptide. AID 781. TR-FRET 14-3-3zeta/Dy647-pBad peptide displacement, 1 h. 220,000 tested, 0.71% active. P63103. inhibition, % at 21.7 µM;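 active = inhibition above about 70%, limit read from the data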;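 also: 0% = full 14-3-3 plus peptide FRET controls and 100% = background without 14-3-3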
Target sequence (P63103 whole entry, looked up): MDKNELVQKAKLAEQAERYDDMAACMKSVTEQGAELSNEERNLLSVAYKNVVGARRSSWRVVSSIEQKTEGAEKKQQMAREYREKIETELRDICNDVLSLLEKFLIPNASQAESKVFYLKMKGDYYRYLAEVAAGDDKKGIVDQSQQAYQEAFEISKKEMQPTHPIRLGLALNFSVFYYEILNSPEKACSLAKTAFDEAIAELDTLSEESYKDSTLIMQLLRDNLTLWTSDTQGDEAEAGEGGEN
p47phox inh = p47phox (human) inhibition | inhibition, % at 24.7 µM | AID 1274 | p47phox/p22phox peptide binding, fluorescence polarization, 2 h | 220,000 tested, 0.53% active | P14598;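 also: 0% = p47phox with labelled peptide and 100% = labelled peptide alone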
Target sequence (P14598 whole entry, looked up): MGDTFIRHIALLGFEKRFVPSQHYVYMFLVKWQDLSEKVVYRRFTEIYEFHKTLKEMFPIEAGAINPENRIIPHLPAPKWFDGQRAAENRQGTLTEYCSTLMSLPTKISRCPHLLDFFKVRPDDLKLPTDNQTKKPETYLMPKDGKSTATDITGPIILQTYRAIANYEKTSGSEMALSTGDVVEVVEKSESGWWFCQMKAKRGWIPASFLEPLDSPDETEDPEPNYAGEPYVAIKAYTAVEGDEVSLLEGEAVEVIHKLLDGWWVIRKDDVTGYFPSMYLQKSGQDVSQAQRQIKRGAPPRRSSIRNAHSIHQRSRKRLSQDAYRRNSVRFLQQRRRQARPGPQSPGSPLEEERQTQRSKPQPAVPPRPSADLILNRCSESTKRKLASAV
KLK5 inh = kallikrein 5 (human) inhibition | Q9Y337 | recombinant hK5, fluorogenic AMC substrate cleavage | inhibition, % at 5 µM | 210,000 tested, 0.59% active;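 active = inhibition of 40% or more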;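 also: 0% = enzyme controls without compound and 100% = no-enzyme blanks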
* marks the source's active call; other numbers are inactive results; i = inactive; / = not tested or not shown; [ ] = dose if it differs, or a comment.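 The calls were made as follows, unless noted: active = inhibition above about 30% (limit read from the data); inactive = the rest.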

mol	EBV gp42 block	KCC2 mod	eIF4E-4G inh	Rad51 HR inh	Furin inhibitor	Thrombin inh	14-3-3 Bad PPI	p47phox inh	KLK5 inh
CCc1nnc(NC(=O)COC(=O)CN2C(=O)c3ccccc3C2=O)s1	-14	1.9	0	-8	-12[20 µM]	4	12	-16	-15
CCn1cc(/C=C/C(=O)Nc2ccc(C)cc2Br)cn1	-14	-1.5	-3	16	-8	-1	-2	-12	-1
CCN=C1NN=C(c2c[nH]c3ccccc23)CS1	-15	-0.59	-5	/	-9	-2	-2	-5	10
Cc1cc(O)c(C(C)C)cc1N=C1CSC(=O)N1	31	0.25	5	-5	-22	4	-5	-3	5
CC(C)(C)C1CCc2c(sc3nc(SCC(=O)O)nc(N)c23)C1 (stereo unspecified)	-22	0.067	-2	20	-16	-1	-4	-14	3
CCN(c1ccccc1)S(=O)(=O)c1cc(NC(=O)Nc2ccccc2C#N)ccc1Cl	4	-0.21	-2	5	-29	-6	-2	-4	-7
COC(=O)NNC(=O)C12CC3CC(CC(C3)C1)C2	-4	2	-5	-9	-18	-10	1	-6	-8
CC1(C)CC(=NO)CC(C)(C)N1	-3	0.62	5	-7	-37	-9	-3	-10	-17
Cc1ccc(C)c(NC(=S)NNC(=O)c2csc3c2CCC(C)C3)c1 (stereo unspecified)	-6	21*	2	0	-6[20 µM]	3	5	-24	-84
Cc1cccc(C)c1NC(=O)CSc1nnc([C@@H]2CCCN2C(=O)OC(C)(C)C)o1	-17	0.23	3	4	-20	-4	1	-5	-8
COCCSc1ccccc1C(=O)NCCc1ccccc1	-3	-0.21	-1	4	-22	-5	-12	-2	1
CCOC(=O)CN1C(=N)N(c2nc(NC(C)C)nc(NC(C)C)n2)CC1=O	-8	0.089	-1	8	-14[20 µM]	-1	-5[fluorescence artefact?]	-10	2
O=C(N/N=C/c1cc2c(cc1Br)OCO2)C1COc2ccccc2O1 (stereo unspecified)	-7	0.07	5	-12	-17	-3	-3	-8	-13
Cc1ccccc1-n1c(O)cc(=O)[nH]c1=S	-17	0.96	6	-10	-17	2	-9	-140	-5
O=C(Nc1ccc2c(c1)OCO2)[C@@H]1[C@@H]2C(=O)N(C3CCCCC3)C(=O)[C@@H]2C2c3ccccc3C=CN21 (stereo partly specified)	-26	-0.27	-20	-7	-18	3	-15	-32	-20
O=C(CCn1c(=O)sc2ccccc21)NC1=NCCS1	-10	0.024	-2	-9	-26[20 µM]	-1	2	-22	-8
O=C(CSC(=S)N1CCOCC1)Nc1nc(-c2ccccc2)c(-c2ccccc2)o1	11	0.01	-6	-3	-11	-5	-15	-2	0
O=S(=O)(NCc1cccnc1)c1ccc(Cl)c(Cl)c1	-11	-0.46	0	1	-26[20 µM]	-3	-2	-15	-13
CC(C)COC(=O)N1CC(O)CC1C(=O)O (stereo unspecified)	-9	-0.21	-5[fluorescence artefact?]	-1	-20	-1	6[fluorescence artefact?]	-7	-23
CCCN1CC=C2C(C#N)=C(N)C(C#N)(C#N)C(c3cccc(OC)c3OC)C2C1 (stereo unspecified)	75*	i	4	-1	-7	4	-12	-23	-25
O=C(O)CCCSc1nccn1-c1ccccc1	0	0.65	2	-1	-12	-2	3	-1	-10
Cc1ccc(CN2CCN(Cc3cccc(OCCO)c3)CC2CCO)o1 (stereo unspecified)	2	0.089	-3	-6	-4	-14	-1	-5	3
CC1CC1C(=O)Nc1nc(-c2ccc(Cl)s2)cs1 (stereo unspecified)	-6	-1.6	-4	26	-31	-13	-10	-21	-4
O=C(Nc1nnc(SCc2c(Cl)cccc2Cl)s1)c1cccc([N+](=O)[O-])c1	0	0.96	2	-6	-18	-3	6	-6	5
CS(=O)(=O)N(CCc1ccccc1)CC(=O)NCc1ccco1	-6	/	2[fluorescence artefact?]	-4	5[20 µM]	0	1	0	-8
Cc1cccc(C)c1NC(=O)NC1(C(=O)N2CCOCC2)CCCCC1	-15	-0.35	-4	-20	-30	12	-6	0	-1
CCn1c(C(=O)N2CCCC(C(=O)NCCc3ccc(C)cc3)C2)cc2sccc21 (stereo unspecified)	-15	-2.3	1	6	-2	-2	-1	1	-13
COCCCN(C(=S)Nc1cc(Cl)cc(Cl)c1)C(C)c1ccncc1 (stereo unspecified)	-2	1.9	2	-2	-12	-2	-16	-12	-3
COc1ccc(CCNC(=O)COc2cc(=O)n(C)c3ccccc23)cc1OC	4	0.62	-2	2	-15	-6	1	19	2
NS(=O)(=O)c1cc(C(=O)OCC(=O)c2ccccc2)c(Cl)cc1Cl	-8	-4.2	0	/	-24	-2	-2	-1	15

Further entries
smiles,EBV gp42 block,KCC2 mod,eIF4E-4G inh,Rad51 HR inh,Furin inhibitor,Thrombin inh,14-3-3 Bad PPI,p47phox inh,KLK5 inh
COC(=O)c1ccc(COc2ccccc2/C=C(\C#N)C(=O)NC(C)C)cc1,4,-0.033,-7,8,-8,-7,1,10,0
O=C(NC1=NCCS1)c1cccc(N2C(=O)c3ccccc3C2=O)c1,6,0.26,-2,41*,-14,2,-5,-2,-9
COc1ccc(C(C)N2CC34C=CC(O3)C(C(=O)O)C4C2=O)cc1 (stereo unspecified),-15,-0.29,3,/,-28[20 µM],3,6,-10,-4
COCC(=O)NC1CCN(S(=O)(=O)c2ccc(C(=O)O)cc2)CC1,-10,/,-2,1,-11,-10,-2,-5,10
Cc1cc(C)c(C#N)c(SCC(=O)Nc2ccc3c(c2)OCO3)n1,-6,1.1,-1,-3,-25[20 µM],7,3,-15,5
Cc1ccccc1C(=O)NC1CCSC1=O (stereo unspecified),-1,0.35,-7,-6,-10,11,-1,-8,17
CCc1ccccc1NC(=O)Cn1nnc(-c2cccs2)n1,-5,0.92,-14,8,-3,-18,-7,-7,-12
O=C(O)C1CCCCC1C(=O)NCc1ccncc1 (stereo unspecified),7,2.5,8[fluorescence artefact?],4,-5,-8,-7,2,-8
CCCn1c(=O)c2c(c3ccccc31)OCC(=O)N2,-19,-0.52,2,-2,-18,-8,-5,-19,3
COc1cccc(N2CCN(CC(=O)Nc3ccc(-n4cnnn4)cc3)CC2)c1,-12,-0.17,-1,-3,-6,16,8,5,-2
N#Cc1c(NC(NC(=O)c2ccco2)C(=O)c2ccccc2)sc2c1CCCC2 (stereo unspecified),-6,-0.47,-2,-1,-14[20 µM],-1,3,-18,14
O=C(CCc1nc2ccccc2c(=O)[nH]1)OCC(=O)c1ccc(C2CCCCC2)cc1,-32,-0.13,13,-1,-15,-3,1,-30,-5
CC(C)c1cccc(C(C)C)c1NC(=O)CCl,-1,-1.3,2,-7,-11,-4,-2,-58,5
C=CCn1c(SCC(=O)Nc2ccc(C)cc2C)nnc1-c1cccnc1,-2,1.4,-8,-11,-13[20 µM],-3,-8,-2,-7
COc1ccc(N2CCN(C(=O)CCNS(=O)(=O)c3ccc4c(c3)CCC(=O)N4)CC2)cc1,-19,0.63,4,-7,-14,-9,-1,0,7
CCOC(=O)C1=C(C)n2c(s/c(=C3\C(=O)Nc4ccccc43)c2=O)=NC1c1ccc(OC)cc1 (stereo unspecified),1,-0.085,2[fluorescence artefact?],-10,-6,-8,2[fluorescence artefact?],-6,16
Cn1nc(C(F)(F)F)c(/C=N/OC(=O)c2ccccc2)c1Sc1ccc(Cl)cc1,-2,0.28,4,-8,-3[20 µM],1,27,0,-2
O=C(NCC1CCCO1)c1ccc(NC(=O)C2CCCCC2C(=O)O)cc1 (stereo unspecified),-17,1.4,4[fluorescence artefact?],-2,-30[20 µM],1,5[fluorescence artefact?],-2,30
CC1CCN(CC(O)COC2CCC(C(C)(C)C)CC2)CC1 (stereo unspecified),5,-0.15,6,3,-5[20 µM],-2,-10[fluorescence artefact?],-4,0
Cc1ccc(S(=O)(=O)N(C)c2ccc(C(=O)N3CCc4ccccc4C3)cc2)cc1,2,-4.8*,-2,28,-14,4,-9,-5,-3

Some of the entries above, set out differently.
Compound: CCCn1c(=O)c2c(c3ccccc31)OCC(=O)N2
- EBV gp42 block: -19
- KCC2 mod: -0.52
- eIF4E-4G inh: 2
- Rad51 HR inh: -2
- Furin inhibitor: -18
- Thrombin inh: -8
- 14-3-3 Bad PPI: -5
- p47phox inh: -19
- KLK5 inh: 3
Compound: COc1cccc(N2CCN(CC(=O)Nc3ccc(-n4cnnn4)cc3)CC2)c1
- EBV gp42 block: -12
- KCC2 mod: -0.17
- eIF4E-4G inh: -1
- Rad51 HR inh: -3
- Furin inhibitor: -6
- Thrombin inh: 16
- 14-3-3 Bad PPI: 8
- p47phox inh: 5
- KLK5 inh: -2
Compound: N#Cc1c(NC(NC(=O)c2ccco2)C(=O)c2ccccc2)sc2c1CCCC2 (stereo unspecified)
- EBV gp42 block: -6
- KCC2 mod: -0.47
- eIF4E-4G inh: -2
- Rad51 HR inh: -1
- Furin inhibitor: -14[20 µM]
- Thrombin inh: -1
- 14-3-3 Bad PPI: 3
- p47phox inh: -18
- KLK5 inh: 14

Some of these compounds in order of heavy-atom count, high to low.
smiles,EBV gp42 block,KCC2 mod,eIF4E-4G inh,Rad51 HR inh,Furin inhibitor,Thrombin inh,14-3-3 Bad PPI,p47phox inh,KLK5 inh
C=CCn1c(SCC(=O)Nc2ccc(C)cc2C)nnc1-c1cccnc1,-2,1.4,-8,-11,-13[20 µM],-3,-8,-2,-7
COc1ccc(C(C)N2CC34C=CC(O3)C(C(=O)O)C4C2=O)cc1 (stereo unspecified),-15,-0.29,3,/,-28[20 µM],3,6,-10,-4
O=C(O)C1CCCCC1C(=O)NCc1ccncc1 (stereo unspecified),7,2.5,8[fluorescence artefact?],4,-5,-8,-7,2,-8
CC(C)c1cccc(C(C)C)c1NC(=O)CCl,-1,-1.3,2,-7,-11,-4,-2,-58,5
Cc1ccccc1C(=O)NC1CCSC1=O (stereo unspecified),-1,0.35,-7,-6,-10,11,-1,-8,17

The list goes on:
smiles,EBV gp42 block,KCC2 mod,eIF4E-4G inh,Rad51 HR inh,Furin inhibitor,Thrombin inh,14-3-3 Bad PPI,p47phox inh,KLK5 inh
CCN(CC)C(=O)Sc1cccc2cccnc12,-2,0.29,-5,-6,-22,-6,-4,-1,-12
C/C=C/c1ccc(OCCCCOc2ccccc2F)c(OC)c1,-6,1.1,2,/,-5,-4,-21,-17,-5
FC(F)(F)c1cnc(Oc2ccccc2-c2nnc(-c3ccc(Cl)cc3)o2)c(Cl)c1,-24,/,1,8,-14[20 µM],1,8,-5,0
COc1ccc(C(=O)CCc2nc3ccccc3s2)cc1,0,-0.39,4,-9,-22,1,-31,-18,-15
O=C(Cc1ccccc1)N/N=C/c1cccc([N+](=O)[O-])c1,-4,0.6,-2,-9,-27,-1,-8,0,1
COc1cc(CNC(C)(C)C)ccc1OCC(=O)NC(C)(C)C,-4,-0.36,-6,13,-18,-7,-11,-2,-1
